# Screening results (PubChem)
# OXTR agonist = human OXTR agonists, primary screen, fluorescence, CHO-OTR cells, Fluo-8 calcium; activation, % at 3 µM; 320,000 compounds, 0.32% hits; Fluo-8 calcium fluorescence; normalized: DMSO 0%, oxytocin 100%;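 active = activation above the mean of all tested compounds plus 3 SD, cutoff set per screening run, cut at about 20% in these data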;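 also: peak over basal fluorescence ratio from a 100 s FLIPR kinetic read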
# Target sequence (P30559 whole entry, looked up): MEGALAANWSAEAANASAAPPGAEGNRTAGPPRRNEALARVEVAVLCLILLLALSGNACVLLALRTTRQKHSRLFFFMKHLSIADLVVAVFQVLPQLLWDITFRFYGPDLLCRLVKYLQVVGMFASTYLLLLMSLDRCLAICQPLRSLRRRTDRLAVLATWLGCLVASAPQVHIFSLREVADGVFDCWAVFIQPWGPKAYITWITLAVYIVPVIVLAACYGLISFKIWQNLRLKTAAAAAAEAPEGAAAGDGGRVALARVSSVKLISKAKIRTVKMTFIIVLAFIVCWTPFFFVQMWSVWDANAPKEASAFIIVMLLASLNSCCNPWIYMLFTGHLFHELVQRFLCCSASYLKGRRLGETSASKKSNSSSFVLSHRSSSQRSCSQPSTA
# Starred values were filed as active, the others as inactive. An excerpt; the hit share may differ from the screen's.
SMILES,OXTR agonist
COc1cccc(COC(=O)c2ccc3c(c2)NC(=O)C(C)S3)c1OC (stereo not given),-0.1
CC[C@@]12C(=O)N(c3cccc(Br)c3)C(=O)N1[C@H](c1ccc(F)cc1)[C@@H]1C(=O)N(C3CCCCC3)C(=O)[C@@H]12,0.6
Cc1cccc(C)c1NC(=O)CN(C)C(=O)CC1CC2CCC1C2 (stereo not given),-0.4
COc1ccc(Cl)cc1NC(=O)C1CCN(C(=O)Nc2ccccc2)CC1,2.2
C#CCOCCOCCOCCNc1nc(N2CCN(C(=O)[C@H](CCC(=O)O)n3cc([C@@H](N)[C@H](C)CC)nn3)CC2)nc(N2CCN(C(=O)[C@H](CCC(=O)O)n3cc([C@@H](N)CCSC)nn3)CC2)n1,1.5
Cc1ccc(NS(=O)(=O)c2cccc(C(=O)N3CCCCCC3)c2)cc1,0.2
CCOC(=O)c1c(-c2ccco2)csc1NC(=O)COC(=O)c1cnccn1,-1.1
Cc1nnc(SC(C)C(=O)NC2CCCCC2C)n1N (stereo not given),0.5
Cc1ccc(-c2cc(C(=O)NNC(=O)c3csc(N4CCOCC4)n3)c3ccccc3n2)cc1,-0.5
CCOC(=O)[C@H]1[C@H]2COc3ccc(OC)cc3[C@@H]2N2C(=O)CN(Cc3ccco3)C(=O)[C@@]12C,2.2
Cc1cccc(C(=O)NC(=S)NCc2ccccc2)c1,-0.3
Cc1cc(C(=O)Nc2cccc(S(=O)(=O)N3CCOCC3)c2)c2ccccc2n1,1.5
COCCN(C(=O)COC(=O)c1cccnc1Cl)c1c(N)n(Cc2ccccc2)c(=O)[nH]c1=O,0.0
COc1ccc(CC(=O)N(C)Cc2cccc(OC)c2OC)cc1S(=O)(=O)N1CCOCC1,1.1
COCCN(C(=O)COC(=O)CCS(=O)(=O)c1ccccc1)c1c(N)n(Cc2ccccc2)c(=O)[nH]c1=O,0.3
Cc1ccc(C)c(NC(=O)CN(C)C(=O)c2cc(C3CC3)nn2-c2ccccc2)c1,-1.2
COc1ccccc1C(=O)NC(=O)COC(=O)Cc1ccccc1[N+](=O)[O-],0.4
Cc1ccc(NS(=O)(=O)c2ccc(C(=O)NCCCN3CCCC3=O)cc2)cc1,-1.3
CCOC(=O)C1=C(COC(=O)c2cccc(NC(C)=O)c2)NC(=O)NC1C (stereo not given),0.1
CC1(c2ccc3ccccc3c2)NC(=O)N(CC(=O)NCC(C)(C)N2CCOCC2)C1=O (stereo not given),0.3
CCOc1ccccc1OCC(=O)Nc1ccc2[nH]c(=O)[nH]c2c1,0.9
CC(OC(=O)c1cccc(-n2cnnn2)c1)C(=O)NCc1ccccc1 (stereo not given),0.6
CS(=O)(=O)c1cccc(C(=O)OCC(=O)NC(=O)Nc2ccccc2F)c1,8.8
O=C(O)CSc1ccc(S(=O)(=O)N2CCCC2)cn1,-0.3
CN(C)/C=C1\C(=O)Oc2ccccc2C1=O,-0.1

# Next section:
SMILES,OXTR agonist
CCC(C)c1ccccc1NC(=O)COC(=O)C1=NN(c2ccccc2)C(=O)CC1 (stereo not given),0.0
Cc1ccc(C2(C)NC(=O)N(CC(=O)NNC(=O)c3cc(C)oc3C)C2=O)cc1 (stereo not given),1.1
CCOc1ccc(C(=O)OCC(=O)Nc2ccc3c(c2)OCCO3)cc1OC,-1.9
O=C(CCC(=O)c1cccs1)NNC(=O)c1ccccc1Cl,0.2
O=C(COC(=O)Cc1ccc(S(=O)(=O)N2CCOCC2)s1)Nc1ccccc1Cl,1.7
Cc1ccc(NS(=O)(=O)c2cccc(C(=O)N3CCN(c4ncccn4)CC3)c2)cc1,4.5
CCCCn1c(N)c(N(CCOC)C(=O)c2cc(-c3ccc(OC)cc3)nc3ccccc23)c(=O)[nH]c1=O,-0.2
CCN(CC(=O)NCc1ccc(Cl)cc1)C(=O)CSc1cccc(C(F)(F)F)c1,-2.0
COc1ccc(-c2cc(C(=O)N(C)CC(=O)Nc3ccccc3Br)c3ccccc3n2)cc1OC,-2.9
Cc1ccc(NC(=O)CN2CCN(Cc3ccccc3)CC2)cc1Cl,0.5
CC(NCC(=O)NCC(=O)Nc1ccc(F)cc1)c1cccc(C(F)(F)F)c1 (stereo not given),2.3
COc1ccccc1/C=C/C(=O)OCC(=O)Nc1c(C)nn(-c2ccccc2)c1C,-0.8
Cc1ccc(S(=O)(=O)N2CCOCC2)cc1C(=O)N1CC(C)CC(C)C1 (stereo not given),2.5
CCN(CC(=O)Nc1c(F)cccc1F)C(=O)CNC(=O)c1sc2ccccc2c1Cl,-0.1
COC(=O)C1=C(C)N(Cc2ccccc2)C(=NCCCCO)N[C@H]1c1cccc(C(F)(F)F)c1,2.2
C[C@H](CO)N1C[C@H](C)[C@@H](CN(C)S(=O)(=O)c2cn(C)cn2)Oc2c(NC(=O)Nc3ccc(C(F)(F)F)cc3)cccc2C1=O,0.9
COc1cccc(/C=C/C(=O)OCC(=O)NC2CCCCCCC2)c1,-0.1
CC1CCCCC1NS(=O)(=O)c1ccc2c(c1)CCC(=O)N2 (stereo not given),-0.9
CCCCCN(C(=O)CCC(=O)OCC(=O)c1ccc(C(C)(C)C)cc1)c1c(N)n(CCCC)c(=O)[nH]c1=O,-1.3
FC(F)(F)c1cccc(CN2CCN(c3ncccn3)CC2)c1,-0.8
Cc1cc(C(=O)CCC(=O)Nc2ncccc2C)c(C)s1,-1.0
CN(CC(=O)Nc1c(Cl)cccc1Cl)C(=O)Cn1[nH]c(=O)c2ccccc2c1=O,0.5
COc1ccc(CN2C(=O)C(C)Nc3ncnc(N4CCN(c5ccccc5)CC4)c32)cc1 (stereo not given),2.4
COc1ccc(S(=O)(=O)Nc2cccc3c2O[C@@H](CN(C)CC2CC2)[C@@H](C)CN([C@@H](C)CO)C3=O)cc1,0.8
C=CC1=C(C(=O)O)N2C(=O)[C@@H](NC(=O)/C(=N\OCC(=O)O)c3csc(N)n3)[C@H]2SC1,0.7

# 5 of these compounds, set out differently:
canonical_smiles	OXTR agonist
Cc1ccc(S(=O)(=O)N2CCOCC2)cc1C(=O)N1CC(C)CC(C)C1 (stereo not given)	2.5
CCOc1ccc(C(=O)OCC(=O)Nc2ccc3c(c2)OCCO3)cc1OC	-1.9
FC(F)(F)c1cccc(CN2CCN(c3ncccn3)CC2)c1	-0.8
COc1cccc(/C=C/C(=O)OCC(=O)NC2CCCCCCC2)c1	-0.1
COC(=O)C1=C(C)N(Cc2ccccc2)C(=NCCCCO)N[C@H]1c1cccc(C(F)(F)F)c1	2.2

# (listing goes on)
SMILES,OXTR agonist
CCC(C)Sc1cc(-c2nc3ccccn3c2NC2CCCCC2)ccc1OC (stereo not given),-1.5
COc1cc(C)cc(OC)c1OCC(=O)Nc1cc(C)on1,-3.0
Cc1ccc(NC(=O)CN(C)C(=O)COC(=O)COc2ccc(C#N)cc2)cc1,-0.4
CCOC(=O)c1sc(NC(=O)C2CC(=O)N(c3ccccc3OC)C2)nc1C (stereo not given),2.7
Cc1cc(=O)oc2cc(NC(=O)CN3C(=O)NC(C)(c4ccccc4)C3=O)ccc12 (stereo not given),1.1
COc1ccc(NC(=O)CCc2nc3ccccc3c(=O)[nH]2)cc1S(=O)(=O)N1CCCCC1,-0.2
COc1ccccc1-n1ccnc(SCC(=O)NC2CCCC2)c1=O,0.4
CN(C(=O)C1CC1)C1CCS(=O)(=O)C1 (stereo not given),0.3
Cc1nn(-c2ccccc2)c(C)c1/C=C/C(=O)OCC(=O)Nc1ccc(C(N)=O)cc1,1.9
COCCCN(C(=O)c1cc2c(s1)CCCCC2)c1c(N)n(Cc2ccccc2)c(=O)[nH]c1=O,0.4
COc1cc(C(=O)NNC(=O)CCOc2ccccc2C)cc(OC)c1OC,-1.3
COC(=O)[C@]1(C)N[C@H](CN(C)C(=O)NC(C)C)[C@@H]2C(=O)N(Cc3ccccc3)C(=O)[C@@H]21,0.2
COc1cccc2sc3cc(NCc4ccc(C)o4)ccc3c(=O)c12,1.0
COC(=O)c1ccc2c(=O)[nH]c(COC(=O)CCC(=O)c3ccc(Cl)cc3)nc2c1,-0.4
COCCN(C(=O)COC(=O)/C=C/c1ccc(C(F)(F)F)cc1)c1c(N)n(Cc2ccccc2)c(=O)[nH]c1=O,0.8
Cc1ccc(S(=O)(=O)N2CCCCC2)cc1NC(=O)CNc1ccccc1N1CCCC1=O,2.7
Cc1ccc(CN2CC(C(=O)Nc3ccc(C)cn3)CC2=O)cc1 (stereo not given),0.2
O=[N+]([O-])c1ccccc1N=Nc1ccc(O)cc1,2.0
O=C(COc1ccc(-c2nnco2)cc1)N1CCOCC1,1.1
CCN(CC(=O)Nc1ccc(NC(C)=O)cc1)C(=O)c1ccc(N2CCC(C)CC2)c([N+](=O)[O-])c1,0.7
CC(C#N)(Cc1ccccc1)Nc1ccccc1 (stereo not given),-0.7
CC(C)Cn1c(SCC(=O)N2CCc3ccccc3C2)nc(O)cc1=O,1.1
O=C(COC(=O)CCC(=O)c1ccc(F)cc1)NCc1ccccc1Cl,-0.9
COc1cc(Cl)c(C)cc1NC(=O)COC(=O)c1ccc(CN2CCCC2=O)cc1,6.9
O=C(O)c1ccccc1N(c1ccccc1)c1ccccc1,-0.7

# Further entries:
SMILES,OXTR agonist
CCCN(C(=O)/C=C/c1ccc(S(=O)(=O)N(CC)CC)cc1)C1CCS(=O)(=O)C1 (stereo not given),1.8
CCN(C[C@H]1N[C@@](Cc2ccccc2)(C(=O)OC)[C@H]2C(=O)N(C)C(=O)[C@@H]12)S(=O)(=O)c1ccc(C(F)(F)F)cc1,-0.1
CCOC(=O)c1c(C)[nH]c(C(=O)NCc2ccccn2)c1C,-0.2
Cc1cccc(COc2ccccc2C(=O)N(C)CC(=O)Nc2cccc(F)c2)c1,-0.8
NC(=O)NC(=O)C(c1ccccc1)N1CCN(S(=O)(=O)c2ccc(Br)s2)CC1 (stereo not given),-0.9
Cc1cc(C(C)(C)C)cc(C)c1COC(=O)CN1C(=O)NC2(CCCC2)C1=O,-0.8
CCN(Cc1ccc(Cl)s1)C(=O)c1cccc(OCc2c(C)noc2C)c1,1.6
COc1ccc(OC)c(N2C(=O)CC(NNC(=O)c3ccc4c(c3)OCO4)C2=O)c1 (stereo not given),-0.6
CN(CC(=O)NCc1ccc2c(c1)OCO2)S(=O)(=O)c1ccc(Cl)cc1,1.9
O=C(COC(=O)c1ccc(N2CCCC2=O)cc1)Nc1ccccc1,1.2
O=C(NC1CCS(=O)(=O)C1)c1cccc(Br)c1 (stereo not given),0.7
CC(C)[C@]1(c2ccc(Cl)cc2)ON(c2ccccc2C(F)(F)F)C1=O,-0.3
CC(NC(=O)COC(=O)c1ccc2c(=O)n3c(nc2c1)CCCCC3)c1ccccc1 (stereo not given),-0.1
CCCN(CC(=O)Nc1ccccc1C)C(=O)COc1c(Cl)cccc1Cl,-1.5
COc1ccc(NC(=O)CSc2nnc3ccc(-c4ccncc4)nn23)cc1,0.1
O=C(COC(=O)C1(c2ccccc2)CCCC1)N1CCNC1=O,0.0
CC(NCC(=O)Nc1ccccc1C(=O)NC1CC1)c1ccc(S(N)(=O)=O)cc1 (stereo not given),11
COc1ccccc1CNC(=O)C1CC2Cn3c(nc4cc5ccccc5cc43)C2N1C (stereo not given),3.2
COC(C)(C)[C@@H](O)COc1c2ccoc2cc2oc(=O)ccc12,1.1
Cc1ccc(NC(=O)COC(=O)Cn2ccc(C(F)(F)F)n2)cc1Cl,0.5
O=C(NN=Cc1ccccc1C(=O)O)c1ccc(NS(=O)(=O)c2cccs2)cc1,1.2
CCOc1ccc(OCCC(=O)OCC(=O)NC2CC2)cc1,0.8
Cc1nc2ccccc2c(C)c1CC(=O)OC(C)C(=O)NC1(C#N)CCCCC1 (stereo not given),0.1
COC(=O)c1ccc(C)c(NC(=O)COC(=O)C2CC3CCCC(C2)C3=O)c1 (stereo not given),0.8
Cc1ccc(S(=O)(=O)N(C)C)cc1NC(=O)C1CCCN(C(=O)c2ccc(Cl)cc2)C1 (stereo not given),-1.4

# An excerpt from above in order of heavy-atom count, low to high:
SMILES,OXTR agonist
Cc1ccc(NC(=O)COC(=O)Cn2ccc(C(F)(F)F)n2)cc1Cl,0.5
COc1ccc(NC(=O)CSc2nnc3ccc(-c4ccncc4)nn23)cc1,0.1
Cc1cccc(COc2ccccc2C(=O)N(C)CC(=O)Nc2cccc(F)c2)c1,-0.8
CCN(C[C@H]1N[C@@](Cc2ccccc2)(C(=O)OC)[C@H]2C(=O)N(C)C(=O)[C@@H]12)S(=O)(=O)c1ccc(C(F)(F)F)cc1,-0.1

# Going on with the list:
SMILES,OXTR agonist
CCCCn1c(N)c(N(CC(C)C)C(=O)c2cc(-c3ccc(F)cc3)nc3ccccc23)c(=O)[nH]c1=O,-1.1
CN(CC(=O)Nc1ccccc1Cl)C(=O)COC(=O)/C=C/c1cccs1,-0.2
CCCC[C@@H]1C=C(C(=O)O)[C@H](c2ccc3c(c2)OCO3)N1S(=O)(=O)c1ccc(C)cc1,3.3
CC(=O)Nc1ccc(NC(=O)COC(=O)c2ccc(S(=O)(=O)NCc3ccco3)cc2)cc1,0.0
CC1(C)C(=O)Nc2ccccc2N1C(=O)COc1cc(Cl)ccc1Cl,-1.3
Cc1ccccc1NS(=O)(=O)c1ccc(C(=O)N2CCCC2)cc1,3.6
Cc1cc(C)cc(NS(=O)(=O)c2ccc(NC(=O)c3ccccc3C(=O)O)cc2)c1,3.7
CC(=O)N/C(=C\c1ccccc1)C(=O)OCC(=O)N(C)C1CCS(=O)(=O)C1 (stereo not given),1.4
CCc1ccc(S(=O)(=O)NCC2(N3CCOCC3)CCCCC2)cc1,-1.8
COc1cccc(COC(=O)c2cc(=O)[nH]c3ccc(S(=O)(=O)N4CCOCC4)cc23)c1OC,-1.2
CC(OC(=O)c1cc(=O)[nH]c2ccccc12)C(=O)N1C(C)CCCC1C (stereo not given),-0.1
